# Screening results (PubChem BioAssay)
# NPY-Y1 antag – antagonists of human neuropeptide Y receptor Y1 | actives 1% (n = 200,000) | inhibition, % at 3.6 µM | HEK293-CNG Y1 cells, membrane potential fluorescence; NPY at EC95, then isoproterenol | P25929;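 active = inhibition above the campaign mean inhibition of all tested compounds plus 3 SD, cut at about 20% in these data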;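 note: 0% = DMSO wells given NPY plus isoproterenol and 100% = isoproterenol alone without NPY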
#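 Material: HEK293 Y1/CNG channel cell line; also added: NPY (25 nM), isoproterenol (1 µM), Ro 20-1724 (25 µM); doses: one concentration, 3.6 µM, in 0.4% DMSO; schedule: compound incubation 1 h at room temperature, readout 45 min post-stimulation; technique: membrane potential fluorescence; measure: fluorescence ratio normalized to % inhibition between controls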
# NPY2 pot ag – human NPY-Y2 potentiation or agonism, primary screen | cells expressing NPY-Y2, potentiator/agonist read-out | AID 1359 | actives 0.45% (n = 220,000) | activation, % at 3.6 µM | P49146; in the data active = activation above about 27%;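 note: cells stimulated with NPY near EC25 plus isoproterenol at EC100; 0% = vehicle plus submaximal agonist and 100% = vehicle plus saturating agonist; some results beyond the cut were filed as inactive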
# TRPN1 ag – agonists of zebrafish TRPN1 channel. HEK293 zebrafish TRPN1-YFP, Fluo-8 calcium fluorescence; 100% = response to 87 µM carbachol. activation, % at 3 µM. actives 0.18% (n = 220,000). AID 1424;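 active = activation above its plate's cutoff, the mean activation of test wells on that plate plus 3 SD, cut at about 19% in these data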;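 note: 0% = DMSO alone and 100% = 87 µM carbachol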
#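 Assay system: Zebrafish TRPN1-YFP in HEK293 cells | Incubation: Dye loading 1 h at 37 °C, then 30 min room temperature | Measured by: Kinetic Fluo-8 fluorescence, ex 470-495, em 515-575 nm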
# S1P4 ag – human S1P4 receptor agonism; O95977; S1P4-expressing cell line, agonist reporter assay; activation, % at 4.98 µM; actives 0.35% (n = 220,000); in the data active = activation above about 11%;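 note: 0% = DMSO vehicle and 100% = reference agonist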
# Target sequence (O95977 whole entry, looked up): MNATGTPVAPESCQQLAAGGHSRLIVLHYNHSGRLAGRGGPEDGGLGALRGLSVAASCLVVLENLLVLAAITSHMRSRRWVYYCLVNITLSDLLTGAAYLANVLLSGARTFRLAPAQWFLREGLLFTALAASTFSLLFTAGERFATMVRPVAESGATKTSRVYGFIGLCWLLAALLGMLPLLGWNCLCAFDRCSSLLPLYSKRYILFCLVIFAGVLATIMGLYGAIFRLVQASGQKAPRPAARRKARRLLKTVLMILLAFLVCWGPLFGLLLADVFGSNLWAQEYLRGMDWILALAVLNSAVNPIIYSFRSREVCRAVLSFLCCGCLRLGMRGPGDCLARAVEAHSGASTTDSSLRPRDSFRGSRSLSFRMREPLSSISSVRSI
# TRPML3 agonist – agonists of human TRPML3 channel; Q8TDD5; activation, % at 3 µM; HEK293 TRPML3-YFP, Fluo-8 calcium fluorescence; 100% = the carbachol control signal; actives 0.29% (n = 220,000);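 active = activation above its plate's cutoff, the mean activation of the plate's test wells plus 3 SD, cut at about 12% in these data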;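 note: 0% = DMSO only wells and 100% = carbachol wells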
#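 Material: TRPML3-YFP stable HEK293 cells | Dosing: One concentration, 3 µM nominal, 0.3% DMSO | Timing: 125 s total fluorescence read per well | Technique: Fluo-8 calcium dye fluorescence, ex 470-495, em 515-575 nm | Measure: Percent activation from peak-to-basal fluorescence ratio, scaled between DMSO and carbachol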
# CHOP inh – CHOP inhibition in unfolded protein response. CHO-K1 CHOP-promoter luciferase, tunicamycin-induced, 15-18 h. actives 3.8% (n = 220,000). inhibition, % at 10 µM;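 active = compounds that reduced the stress-induced luciferase reporter signal by more than about 70% of percent inhibition, limit read from the data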;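 note: 0% = tunicamycin plus vehicle and 100% = wells without tunicamycin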
# EP2 modulator – EP2 receptor (human) modulation; EP2-expressing cells, cAMP HTRF FRET, PGE2 co-stimulation; actives 0.83% (n = 260,000); AID 940; induction, % at 25 µM;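 active = compounds whose cAMP rise, as percent of the full-agonist control response, exceeds 60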;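 note: rat C6 glioma line stably carrying human EP2 under a CMV promoter; the protocol text gives 20 µM as final concentration; 100% = response of wells given 1 µM PGE2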
# Target sequence (P43116 whole entry, looked up): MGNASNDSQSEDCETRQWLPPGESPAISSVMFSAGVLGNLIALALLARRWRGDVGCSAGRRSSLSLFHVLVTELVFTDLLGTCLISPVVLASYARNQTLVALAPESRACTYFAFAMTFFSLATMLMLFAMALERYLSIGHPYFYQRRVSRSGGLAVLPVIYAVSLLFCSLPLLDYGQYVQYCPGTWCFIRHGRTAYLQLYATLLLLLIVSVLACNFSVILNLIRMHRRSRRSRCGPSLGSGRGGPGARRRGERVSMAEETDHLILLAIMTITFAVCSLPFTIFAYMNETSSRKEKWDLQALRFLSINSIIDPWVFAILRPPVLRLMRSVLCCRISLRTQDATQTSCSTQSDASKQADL
# NPY1 pot ag – human NPY-Y1 potentiation or agonism, primary screen | P25929 | NPY-Y1 expressing cells, potentiator/agonist activation | activation, % at 3.6 µM | actives 0.37% (n = 220,000) | AID 1304; in the data active = activation above about 33%, passing the limit was not always enough;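 note: cells stimulated with NPY at EC10 then isoproterenol at EC100; 0% = low agonist plus stimulus and 100% = saturating agonist plus stimulus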
# S1P4 antagonist – human S1P4 receptor antagonism; actives 0.26% (n = 220,000); S1P4-expressing cells, antagonist mode, reporter read-out; inhibition, % at 4.98 µM; O95977; in the data active = inhibition above about 29%;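 note: 0% = wells stimulated with agonist and 100% = vehicle wells without agonist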
# The depositor's hits bear a star; . = not tested or not shown; & = joins results of further samples.
SMILES,NPY-Y1 antag,NPY2 pot ag,TRPN1 ag,S1P4 ag,TRPML3 agonist,CHOP inh,EP2 modulator,NPY1 pot ag,S1P4 antagonist
CCOC(=O)C1(CCCc2ccccc2)CCN(C(=O)Cn2nc(C)nc2C)CC1,.,7,0.8,-0.7,1.0,2,0,1,-7
Cc1oc(CC(C)C)cc1C(=O)NCCCC(=O)O,-3,3,0.0,-0.2,1.1,2,7,5,17
COC(=O)Cn1c(=NC(=O)c2ccc(S(=O)(=O)N3CCc4ccccc4C3)cc2)sc2cc(OC)ccc21,6,7,-1.2,1.8,0.8,5,32,-4,-17
COc1ccc(NC(=O)CSc2nnc(C)n2Cc2ccccc2)cc1,-1,-1,1.2,-1.1,0.2,-4,-1,-9,-14
NC(=O)c1cccnc1Nc1cccc([N+](=O)[O-])c1,-5,9,1.6,0.1,1.4,-36,-18,6,-6
C/C(=N\NC(=S)NC1CCCCC1)c1ccc(OC(F)F)cc1OC(F)F,-1,-17,0.5,0.5,0.4,66,-33,-11,-2
CCOC(=O)c1cnc2ccccc2c1NCCc1ccc(OC)c(OC)c1,11,-29,-0.1,0.8,-0.2,19,4,-44,-7
CCOc1ccc(Nc2nc(NCCN3CCOCC3)nc(OC)n2)cc1,1,5,-0.3,-0.8,0.4,-12,-4&-25,-7,8
COc1ccc(N/C=C/C(=O)c2sc(-c3ccccc3)nc2C)cc1,10,-9,1.4,-1.4,1.2,1,0,8,-11
Cn1cc(S(=O)(=O)N2CCC(C(N)=O)CC2)c(=O)n(C)c1=O,-1,9,3.2,0.3,0.9,1,-4,-8,9
CCCCNC(=O)NS(=O)(=O)c1ccc(NS(=O)(=O)c2ccccc2)cc1,-3,-2,0.7,0.5,0.4,1,27,5,0
Cc1nn(-c2c(Cl)cc(Cl)cc2Cl)c(=O)c2ccccc12,8,1,-1.6,-0.7,-0.5,10,42,-30,8
COc1cc(C(=O)N2CCN(c3ccc(C)cc3C)CC2)cc(OC)c1OC,7,-5,0.1,0.1,0.5,.,5,7,-21
O=C(C1CCN(S(=O)(=O)N2CCOCC2)CC1)N1CCOCC1,0,-3,0.7,-0.2,16*,4,6,3,-3
O=C(O)c1cc(Cl)c(Cl)cc1C(=O)Nc1cccc2ncccc12,1,-5,1.0,4.7,0.7,7,-20&26,-14,-7
C=C(C)Cn1c(-c2cccs2)n[nH]c1=S,-2,2,0.0,1.1,-0.4,18,8&20,14,-3
CCn1c(SCC(=O)N2CCN(S(=O)(=O)c3ccccc3)CC2)nnc1-c1cccs1,-2,0,4.2,1.1,1.4,-29,1,-2,-10
CSc1ccc(/C=N/n2nnnc2N)cc1,6,2,-1.0,1.0,-0.2,.,.,3,-9
O=C1CCCC(=O)C1=C1SCCCS1,-2,-2,1.3,2.1,0.8,9,9,18,-16
O=C(COc1ccccc1C(=O)Nc1ccccc1)c1ccc(Br)cc1,-2,12,0.9,-0.6,0.8,28,-17,8,-1
CC(C)N1CCC(N2CCN(Cc3ccc(Oc4ncccn4)cc3)CC2CCO)CC1 (configuration not stated),.,-10,0.6,-0.6,0.8,7,2,13,4
CCOC(=O)Cc1ccc2sc(-c3ccccc3)nc2c1,2,11,1.6,0.1,0.7,30,-33,6,-23
O=c1[nH]c2ccccc2nc1/C=C(\O)C(F)F,-4,7,-0.1,1.3,1.1,4,-5,-9,-12
CCOC(=O)N/N=C\C=C\c1ccco1,1,6,-0.8,1.3,0.9,-11,15,-14,-18
COc1ccccc1/C=N/NC(=O)COCC(=O)N/N=C/c1ccccc1OC,2,-15,-0.4,-1.5,-1.1,-6,-19,-6,3

# In the list so far, these contain a COOH group:
SMILES,NPY-Y1 antag,NPY2 pot ag,TRPN1 ag,S1P4 ag,TRPML3 agonist,CHOP inh,EP2 modulator,NPY1 pot ag,S1P4 antagonist
Cc1oc(CC(C)C)cc1C(=O)NCCCC(=O)O,-3,3,0.0,-0.2,1.1,2,7,5,17
O=C(O)c1cc(Cl)c(Cl)cc1C(=O)Nc1cccc2ncccc12,1,-5,1.0,4.7,0.7,7,-20&26,-14,-7

# Next section.
SMILES,NPY-Y1 antag,NPY2 pot ag,TRPN1 ag,S1P4 ag,TRPML3 agonist,CHOP inh,EP2 modulator,NPY1 pot ag,S1P4 antagonist
CCc1cc(SC#N)cc(C)c1N,1,-14,-0.6,-1.4,0.9,-5,10,-10,11
N#Cc1c(N(CCO)CCO)nc(N)c2c(N)nc3c(c12)CC(=O)N3Cc1cccs1,.,2,1.6,0.5,0.7,7,-23,-6,1
C=CCOC(=O)C1=C(C)NC(C)=C(C(=O)OCC=C)C1c1cn(-c2ccccc2)nc1-c1ccco1,-5,-5,-0.3,0.7,-0.5,41,20,3,-24
CCOc1ccc(C(=O)Nc2ccc(S(=O)(=O)N3CCOCC3)cc2)cc1OCC,1,5,1.5,2.1,0.7,15,-12&-12,10,1
O=C(NCc1ccc(C(=O)O)cc1)OCc1ccccc1,0,-7,1.4,-0.4,0.6,1,30,-6,14
Cc1ccc(S(=O)(=O)N2CCN(C(=O)COc3ccc(-c4nnco4)cc3)CC2)cc1,-3,-2,1.4,-0.3,0.5,13,27,15,-15
COc1ccc(Cl)cc1C(=O)NNC(=O)CSc1nnc2ccccn12,4,-12,-0.3,-0.3,-0.4,-16,21,-11,-18
CCN(CC)C(=O)c1sc(NC(=O)Cc2ccccc2)c(C#N)c1C,1,2,1.0,2.0,-0.4,5,17,-2,-24
CC(C)N(Cc1cc2ccccc2[nH]c1=O)C(=O)C(C)(C)C,-4,23,-0.3,-0.5,0.3,12,30,2,15
COc1ccc(N(C(=O)c2cccc(OC)c2OC)C2C=CS(=O)(=O)C2)cc1 (configuration not stated),3,6,-0.7,-0.6,0.7,-17,9,9,-2
S=C(NCCCc1ccccc1)Nc1ccccc1Cl,0,12,145*,-0.1,1.8,-4,-49,20,-11
CC1Cc2ccccc2N1C(=O)CN1C(=O)NC(C)(c2ccc3c(c2)OCCO3)C1=O (configuration not stated),1,0,7.6,1.3,6.2,27,-23,1,-23
CN=C1SC(CC(=O)Nc2ccccc2F)C(=O)N1/N=C/c1ccc(O)c(OC)c1 (configuration not stated),3,-10,0.2,0.8,-0.7,22,0,-24,4
Cc1ccccc1N=C(NOCc1ccccc1)c1nonc1N,9,-4,-1.9,-0.8,-1.8,100*,3,-4,-13
CCOC(=O)C1=C(COc2ccc(F)cc2Cl)NC(=O)NC1c1cc(C)ccc1C (configuration not stated),3,11,5.5,2.4,-0.1,61,32,13,-7
CC(=O)NS(=O)(=O)c1ccc(N)cc1,-2,2,0.2,2.5,1.2,5,25&-2,-1,-11
O=C(COC(=O)CNS(=O)(=O)c1c(Cl)cccc1Cl)Nc1ccccc1Sc1ccccc1,1,-3,-0.6,-0.5,0.2,45,-42,12,-3
O=C(Nc1ccon1)c1sc2cc(F)ccc2c1Cl,-1,-6,-1.5,0.6,-0.2,6,11,4,0
O=C(c1c[nH]c(C(=O)C(Cl)(Cl)Cl)c1)c1ccccc1Br,5,-1,-0.1,1.9,0.6,36,-7,5,-10
CCOC(=O)Cc1csc(NC(=O)CSc2cc(Cl)ccc2Cl)n1,2,7,-3.3,0.9,-0.6,31,5,-5,-19
CC(=NCc1cccnc1)C1=C(O)c2ccccc2C1=O,-9,-1,0.9,1.4,0.4,-4,-15,8,-13
CCCNC(=O)CNC(=S)N(Cc1cc(OC)c(OC)c(OC)c1)C1CCCC1,11,4,-1.4,-0.8,0.3,18,6,-22,-16
Cc1cc(C)c2nc(-c3cccnc3)cc(C(=O)NC(C)c3cnn(C)c3C)c2c1 (configuration not stated),3,-2,1.3,-0.4,0.5,15,13,-7,-8
CCOC(=O)c1c(NC(=O)c2nn(CC)cc2Br)c(C#N)nn1-c1ccccc1,-1,5,-0.7,0.5,0.1,4,25,-17,-16
COC(=O)c1ccccc1NC(=O)CN1CCCCC1,0,5,-1.5,0.4,-0.1,22,22,-11,-34
# Continuation:
SMILES,NPY-Y1 antag,NPY2 pot ag,TRPN1 ag,S1P4 ag,TRPML3 agonist,CHOP inh,EP2 modulator,NPY1 pot ag,S1P4 antagonist
CCC(C)NC(=O)CN(c1cc(Cl)cc(Cl)c1)S(C)(=O)=O (configuration not stated),6,-5,0.2,-0.7,0.6,19,34,12,-26
CCC(CC)c1nn2c(N)c(/C=C3\C=Nc4ccccc43)c(=O)nc2s1,.,12,-0.1,0.1,0.7,-3,-33,73*,14
COc1cc(-c2nc(-c3ccncc3)no2)cc(OC)c1OC,5,6,0.5,3.0,0.3,7,20,-6,-4
COc1cc(/C=C/C(=O)Nc2nc3ccc(S(=O)(=O)NC(C)C)cc3s2)cc(OC)c1OC,9,4,1.2,0.5,1.2,11,-2,1,-9
Cc1cc2cc(CNC(=O)c3ccc(S(=O)(=O)N4CCCCC4)cc3)ccc2n1C,-2,7,2.7,-3.2,0.8,63,13,13,9
COC(=O)Cn1c(O)c(N=NC(=O)c2ccc3c(c2)OCO3)c2ccccc21,-2,-5,-0.5,0.2,0.6,2,-27,-1,4
Cc1cc(C(=O)Cn2nnc(-c3ccc(Cl)cc3)n2)c(C)n1CC1CCCO1 (configuration not stated),14,-3,4.1,-0.7,3.0,20,-4,-32,-10
CCCc1nc(Nc2nc3ccccc3o2)nc(C)c1C(=O)OCC,3,2,0.0,-0.5,0.3,45,3,-5,-3
CN=C1c2ccccc2CN1c1cccc(C(=O)OC)c1,-5,-13,-0.4,-1.5,0.0,43,19,-13,-25
COc1ccc(N2C(=O)C(CN3CCN(C)CC3)C2c2ccccc2)cc1 (configuration not stated),1,-3,0.1,-0.8,0.7,3,4,25,-11
COc1ccc(/C=C/c2cc(-c3ccc(C)cc3)o[n+]2C)cc1,3,16,-2.5,1.3,0.7,20,-14,12,-11
CCCCCn1c(SCCOCC)nc2c1c(=O)[nH]c(=O)n2C,-2,-2,0.5,1.5,0.3,35,22,-16,-12
CC(C)Cn1c(-c2nn(C)cc2Cl)n[nH]c1=S,4,-15,-0.3,-0.5,-0.1,-1,12,4,-3
COc1ccc(CCNC(=O)COC(=O)COc2ccc(Cl)cc2)cc1OC,7,2,3.6,1.7,2.1,10,35,15,-10
CC(=O)c1ccc(NC(=O)/C(=C\c2ccccc2)NC(=O)/C=C/c2ccccc2)cc1,11,-40,-1.3,1.0,-0.3,-1,14,-56,-19
CCCC(=O)Nc1ccc(C(N)=O)cc1,-2,-4,1.8,1.5,0.8,-1,-22,-15,-7
O=C1c2ccccc2-c2c1cccc2C(=O)N1CCOCC1,5,0,0.3,2.2,1.1,16,15,-10,-24
CC(=O)CCC(=O)OCC(=O)c1ccc(C(F)(F)F)cc1,.,-9,-0.1,-0.1,0.1,-19,2,-11,16
CCCCC(=O)NNC(=S)NC(=O)c1cccc([N+](=O)[O-])c1,2,1,0.9,1.3,0.7,-17,7,-8,4
O=C(CC1SC(=Nc2ccccc2)N(CCCO)C1=O)Nc1ccc(Cl)cc1 (configuration not stated),-3,18,5.8,0.4,2.8,27,-31,22,-12
O=S1(=O)CCN2C=C(Cl)C=C(Cl)C2=N1,4,-10,0.4,-0.7,0.9,-4,9,-2,27
